HP1b chromo inh – blocks HP1-beta chromodomain binding to methylated histone tails; P83916; Potency, µM (titrated, usually from 114 µM), for the others: at the highest dose activity change, negative = inhibition, usual class: inhibitors; actives 0.56% (n = 390,000); AID 540317; AlphaScreen HP1-beta / biotin-H3K9me3 peptide binding; note: potency is the fitted concentration of half-maximal effect; nearly all actives have a fitted effect of over 70% in size; inactives centre near 23
Target sequence (P83916 whole entry, looked up): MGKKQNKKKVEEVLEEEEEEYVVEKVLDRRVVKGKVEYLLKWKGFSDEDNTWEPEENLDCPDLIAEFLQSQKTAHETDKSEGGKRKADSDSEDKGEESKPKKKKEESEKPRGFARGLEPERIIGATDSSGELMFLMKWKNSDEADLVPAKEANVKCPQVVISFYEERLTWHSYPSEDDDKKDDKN
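HP1-beta protein (50 nM final) preincubated 30 min at room temperature with biotinylated H3(1-18)K9me3 peptide (50 nM) in PBS pH 7.4, 0.01% Tween-20, then compound added for 30 min. AlphaScreen streptavidin donor/nickel chelate acceptor beads (10 ug/mL final), 30 min dark, luminescence read.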
GLS inhibitor – blocks human kidney-isoform glutaminase activity; actives 0.21% (n = 410,000); AID 624170; Potency, µM (titrated, usually from 45.5 µM), inactives show top-dose activity change, negative = inhibition, most hits filed as inhibitors; GLS enzymatic activity, qHTS titration; note: potency is the fitted concentration of half-maximal effect; % is set by controls: 0 for no effect and ±100 for the full control effect
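Read-out is an Amplex red fluorescence increase coupled through glutamate oxidase and HRP, measured before and after 30 min room-temperature incubation. hKGA is in 45 mM KH2PO4 (pH 8.2) with 0.02% Tween-20; glutamine added as 1mM solution.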
BAZ2B inh – inhibitors of human BAZ2B bromodomain. Q9UIF8. AlphaScreen BAZ2B-H3K14Ac peptide displacement. Potency, µM (doses to about 114 µM), for inactives: at the highest dose activity change, negative = inhibition, actives largely listed as inhibitors. actives 4.4% (n = 360,000); note: potency is the fitted concentration of half-maximal effect; % is set by controls: 0 for no effect and ±100 for the full control effect; nearly all actives have a fitted effect of over 60% in size
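AlphaScreen displacement of biotin-H3(5-23)K14Ac peptide (50 nM final) from BAZ2B (50 nM final) in PBS pH 7.4, 0.01% Tween-20; complex preformed 30 min RT, then compounds (top 110 uM) 30 min RT, beads 20 min dark.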
12-LOX inh – ALOX12 (human) lipoxygenase inhibition; P18054; Potency, µM (doses to about 108 µM), for the others: top-dose activity change, negative = inhibition, actives largely listed as inhibitors; purified 12hLO, xylenol orange hydroperoxide absorbance; actives 1.1% (n = 580,000); note: potency is the fitted concentration of half-maximal effect; % is set by controls: 0 for no effect and ±100 for the full control effect
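Purified human 12hLO at 150 nM in 25 mM Hepes, 0.01% Triton X-100, pH 7.0, preincubated 15 min at room temperature with compound. Reaction started with 40 uM arachidonic acid, 30 min at room temperature. Hydroperoxide measured by Fe-xylenol orange, 573/405 nm absorbance ratio.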
PI4K2A inh – blocks human PI4K2A kinase activity | Q9BTU6 | activity change, negative = inhibition, % at 76.9 µM | AID 1346378 | purified PI4K2A, ADP-Glo luminescence, 1 h; active compounds read low | actives 0.13% (n = 420,000); in the data active = activity change below about -50%; inconclusive = mostly about -30% to -49%;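 note: -100% = wells without enzyme as full effect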
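In this quantitative HTS, ADP production by PI4K2A was quantified luminescently after 1 h at ambient temperature; 100 microM adenosine served as plate-quality control.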
G9a block – G9a (human) methyltransferase inhibition | Q96KQ7 | Potency, µM (doses to about 102 µM), without a hit: at the highest dose activity, negative = inhibition, hits mostly inhibitors | actives 8.8% (n = 350,000) | G9a H3K9 monomethylation, AlphaScreen, 2 h | AID 504332; note: potency is the fitted concentration of half-maximal effect; % is set by controls: 0 for no effect and ±100 for the full control effect; nearly all actives have a fitted effect of over 75% in size
Target sequence (Q96KQ7 913-1193 limits assumed): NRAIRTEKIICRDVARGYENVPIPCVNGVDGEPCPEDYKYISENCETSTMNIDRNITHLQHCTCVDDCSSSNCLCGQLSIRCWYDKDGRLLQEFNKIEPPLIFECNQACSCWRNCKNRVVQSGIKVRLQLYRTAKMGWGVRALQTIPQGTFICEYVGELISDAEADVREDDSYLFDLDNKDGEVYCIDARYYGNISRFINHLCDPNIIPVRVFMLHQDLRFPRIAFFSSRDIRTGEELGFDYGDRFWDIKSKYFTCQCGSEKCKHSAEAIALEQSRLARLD
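Compounds were preincubated with 20 nM G9a for 15 min, after which biotinylated H3K9 peptide (500 nM) and SAM (20 uM) started a 2 h room-temperature reaction. Monomethylated product was quantified by antibody-based AlphaScreen chemiluminescence.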
ERG-DNA inh – inhibitors of human ERG Ets domain-DNA interaction | fluorescence polarization, His-ERG Ets domain / labelled DNA | Potency, µM (highest dose often 76.9 µM), without a hit: at the top dose FP activity, negative = inhibition, actives largely listed as inhibitors | P11308 | AID 624246 | actives 0.028% (n = 370,000); active = well fitted inhibition curve with a large enough effect in the polarisation, with a control signal flat; inconclusive = small, poorly fitted or top-dose-only effect, or effect the other way, or a change in a side signal; inactive = no such curve, though single readings can be large or run the other way; the % refers to the polarisation;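 note: polarization taken with two DNA probes labelled with fluorescein and Texas red; potency is the fitted concentration of half-maximal effect; % of control where 0% means no effect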
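His-tagged ERG Ets domain (1 uM in the protein solution; 300mM KCl, 50mM Tris-HCl, 1mM EDTA, 1mM DTT, pH 7.5) received compound, then a probe mix of 5 nM fluorescein-DNA and 100nM Texas-615-DNA. Fluorescence polarization was read for both dyes.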
JMJD2A Tudor – JMJD2A Tudor domain (human) inhibition | AID 504339 | Potency, µM (series often up to 114 µM), without a hit: top-dose activity change, negative = inhibition, most hits filed as inhibitors | O75164 | actives 4.4% (n = 390,000) | AlphaScreen JMJD2A-Tudor / H3K4me3 peptide binding; note: potency is the fitted concentration of half-maximal effect; % is set by controls: 0 for no effect and ±100 for the full control effect; nearly all actives have a fitted effect of over 50% in size
RGS4 inh – human RGS4 inhibition. P49798. AID 504845. actives 0.039% (n = 390,000). Transcreener GDP fluorescence polarization, RGS4-accelerated GTP hydrolysis. Potency, µM (series often up to 114 µM), without a hit: at the top dose activity change, negative = inhibition, most hits filed as inhibitors; note: potency is the fitted concentration of half-maximal effect; % is set by controls: 0 for no effect and ±100 for the full control effect; nearly all actives have a fitted effect of over 75% in size; some results filed as inactive show a strong effect at the top dose
Target sequence (P49798 whole entry, looked up): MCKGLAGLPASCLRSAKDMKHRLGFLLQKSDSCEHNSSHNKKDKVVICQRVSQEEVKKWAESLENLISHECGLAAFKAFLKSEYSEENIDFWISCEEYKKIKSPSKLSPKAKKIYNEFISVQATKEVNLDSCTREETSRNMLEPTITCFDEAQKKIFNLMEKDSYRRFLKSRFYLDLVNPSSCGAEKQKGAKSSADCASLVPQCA
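MLSMR compounds (23 nl, pin-transferred) preincubated 10 min at room temperature with a 500nM (2x) first reagent, then RGS4 at 900nM (2x) plus Transcreener GDP mix added; fluorescence polarization (620/688 nm) read before and after 90 min at 30 °C.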
The depositor's hits bear a star; ? = inconclusive; . = no result given; [ ] = another dose, or the depositor's remark. Unless noted, calls come from the whole dose curve; as a rule, active = well fitted curve in the direction sought with a large enough effect; inconclusive = small, poorly fitted or top-dose-only effect, or another doubt; inactive = no such curve, though single readings can be large; an effect the other way counts as inactive or inconclusive. Not all compounds are listed; rates above refer to the full screens.

SMILES	HP1b chromo inh	GLS inhibitor	BAZ2B inh	12-LOX inh	PI4K2A inh	G9a block	ERG-DNA inh	JMJD2A Tudor	RGS4 inh
Cc1c([N+](=O)[O-])c([N+](=O)[O-])nn1CC(=O)NCc1cccnc1	-21%	18%	-18%	?	-4	?	0%	-11%	?
COc1ccc(-n2nnnc2C2CCN(S(=O)(=O)c3cccc(C(F)(F)F)c3)CC2)cc1	34%[activator]	-8%	2%	-2%	-2	-1%[59 µM]	12%	-3%	23%
CCCCc1nn2c(=O)cc(COC(=O)C(C)Oc3ccccc3)nc2s1 (stereo not drawn)	61%[activator]	7%	2%	-14%	-14	5%[59 µM]	-5%	-27%	-10%
CC(NC(=O)C(C)N1C(=O)c2ccccc2C1=O)c1ccccc1 (stereo not drawn)	30%	7%	10%	1%	-2	20%	2%	-5%	27%
O=C(O)COc1ccc(NC(=O)c2cccs2)cc1	34%	-4%	.	1%	2	.	.	-11%	-12%
Cc1ccc(C)c(NC(=O)Cn2ncc3c([nH]c4ccccc43)c2=O)c1	18%	5%	3%	-18%	5	0%[59 µM]	2%	-5%	7%
O=C(c1cc(C2CC2)on1)N1CCCC(N2CCN(c3cccc(C(F)(F)F)c3)CC2)C1 (stereo not drawn)	8%[57 µM]	0%	-35%	0%	2	79µM*	3%	-26%	-16%
C=C1c2cccc(OC)c2O[C@H](C(=O)OCC)[C@@H]1CC(CC)CCCC (stereo partly drawn)	106%[activator]	4%	.	?	-2	71%[activator]	0%	58%[activator]	7%
Cc1cccc(CSc2nnc(NC(=O)c3ccco3)s2)c1	34%[activator]	1%	-32%	0%	-2	38%[59 µM]	-1%	-11%	10%
Nc1c(C=C2C=CC(=O)C=C2)c(=O)nc2sc(CC(=O)N3CCCCC3)nn12	14%	3%	?	?	0	?	6%	-21%	14%
CCOC(=O)Nc1cccc(OCC(=O)Nc2ccccc2OC)c1	18%	2%	24%	0%	5	21%[59 µM]	-3%	-14%	30%
COc1ccc(-c2nc3cc(C)ccn3c2NC(=O)c2c(F)cccc2Cl)cc1	19%	3%	-20%	8%	4	23%	-5%	-8%	35%
CCOc1ccc(Sc2cc(C(=O)NCc3ccc(C)cc3)c3ccccc3n2)cc1	12%	-3%	-4%	-20%	2	4%[59 µM]	-4%	-14%	32%
COc1cc(SC)ccc1C(=O)Nc1ccc(Cl)cn1	14%	-7%	4%	2%	-11	-3%	1%	-2%	5%
COC(=O)c1ccccc1NC(=O)CSc1ncccn1	33%	-2%	-4%	0%	7	-4%	1%	-12%	-38%
CCOC(=O)N1CCC(NC(=O)c2ccc3c(c2)N=C(CC)c2cc(C)ccc2S3)CC1	20%	6%	-33%	-14%	4	5%	6%	-28%	4%[11.4 µM]
CC(=O)N1c2ccc(S(=O)(=O)N3CCC(C(=O)N4CCN(c5ccccc5)CC4)CC3)cc2CC1C (stereo not drawn)	11%[57 µM]	20%	-21%	11%	-2	10%	-11%	-21%	13%
O=C(C(=O)N1CCc2ccccc2C1)c1cn(CC(=O)N2CCCC2)c2ccccc12	39%	-10%	6%	-16%	-2	-13%	-5%	-5%	-10%
C=C(C)c1cccc(C(C)(C)NC(=O)Nc2cc(C)ccc2OC)c1	9%	14%	5%	0%	-2	2%	0%	-3%	0%
COc1cccc(Nc2c(F)c(OC)c(F)c(F)c2C(=O)O)c1	31%	4%	-11%	104%[activator]	0	?	0%	-5%	10%
O=C(Nc1ccc(S(=O)(=O)Nc2ncccn2)cc1)c1ccccc1NS(=O)(=O)c1ccc(Cl)cc1	24%	5%	-4%	2%	-6	2%[12.7 µM]	2%	-14%	9%
CCOc1ccc(/C=N/Nc2ccccn2)cc1OC	-14%	?	.	0%	2	-9%	13%	?	?
CCn1c(O)c(C=Nc2ccccc2)n(-c2ccccc2)c1=S	1%	-14%	12%	-11%	2	7.9µM*	5%	11%[11.4 µM]	5%[11.4 µM]
CCn1c(CSc2nc(C)cc(C)n2)nnc1SCC(=O)N1CCCc2ccccc21	15%	-1%	-27%	-5%	-4	-50%[12.7 µM]	-4%	-19%	-15%
CC(NC(=O)CCNC(=O)c1ccc(C(C)(C)C)cc1)c1ccccc1 (stereo not drawn)	34%	-2%	.	-4%	4	.	-9%	1%	-20%

Structures above printed as active in G9a block.
SMILES	HP1b chromo inh	GLS inhibitor	BAZ2B inh	12-LOX inh	PI4K2A inh	G9a block	ERG-DNA inh	JMJD2A Tudor	RGS4 inh
O=C(c1cc(C2CC2)on1)N1CCCC(N2CCN(c3cccc(C(F)(F)F)c3)CC2)C1 (stereo not drawn)	8%[57 µM]	0%	-35%	0%	2	79µM*	3%	-26%	-16%
CCn1c(O)c(C=Nc2ccccc2)n(-c2ccccc2)c1=S	1%	-14%	12%	-11%	2	7.9µM*	5%	11%[11.4 µM]	5%[11.4 µM]

(next part)
SMILES	HP1b chromo inh	GLS inhibitor	BAZ2B inh	12-LOX inh	PI4K2A inh	G9a block	ERG-DNA inh	JMJD2A Tudor	RGS4 inh
O=c1[nH]ncc2c3ccccc3n(Cc3cccc(Cl)c3)c12	58%[activator]	-19%	?	-26%	-2	39%	29%	-1%	-42%
CCc1nnc(NC(=O)CSCc2cc(=O)c3ccc(C)cc3[nH]2)s1	17%[57 µM]	8%	1%	-24%	1	5%[59 µM]	11%	-22%	-20%
COc1ccc([N+](=O)[O-])cc1N(CC(=O)NC1CCCCC1)S(C)(=O)=O	38%	0%	-3%	0%	-4	1%	-8%	-1%	-26%
Cc1c(Cl)cccc1NC(=O)CN1C(=O)COc2ccc(S(=O)(=O)Nc3ccccc3)cc21	18%	-3%	-12%	-19%	-7	-18%[59 µM]	4%	-1%	21%
Cc1ccc(C(=O)Cn2nnc(-c3ccccc3)n2)cc1	69%[activator]	4%	12%	0%	-9	?	-5%	29%	-1%
CC1CCC(NC(=O)c2nn(C)c3c2CSc2ccccc2-3)CC1 (stereo not drawn)	37%[activator]	9%	-6%	1%	6	-11%	2%	-17%	-15%[56.9 µM]
COc1ccc(OC)c(S(=O)(=O)N2CCC(C(=O)NCCc3ccc(OC)c(OC)c3)CC2)c1	24%	7%	7%	29%	-1	19%[59 µM]	7%	-7%	-16%
CC1CN(c2ccc(NC(=S)NNCCC#N)cc2)CC(C)O1 (stereo not drawn)	15%	?	-10%	41%[activator]	0	.	-4%	?	-18%
COc1ccc(N2CCN(C(=O)c3cc(-c4cc(OC)ccc4OC)nc4ccccc34)CC2)cc1	?	24%	11µM*	12%	-3	25µM*	7%	35µM*	-48%
Cc1cccc(Cn2c(=O)n(CCc3ccccc3)c(=O)c3c(C)c(C)sc32)c1	3%	-3%	-11%	-11%	-1	-3%[59 µM]	-8%	16%	-3%
COc1ccc(-c2csc(/C(C#N)=C\c3ccc(O)c([N+](=O)[O-])c3)n2)cc1OC	?	0%	11µM*	-16%	-5	.	-5%	13µM*	32%
CC(=O)C1(C)N(O)C(C)(C)C(c2ccco2)=[N+]1[O-] (stereo not drawn)	25%	14%	-30%	0%	4	?	-9%	-15%	-20%
O=C1NC(=O)/C(=C/c2ccc(-c3cc(C(=O)O)ccc3Cl)o2)S1	15%	-21%	-12%	?	-2	.	13%	-19%	-14%
CCCCCCNC(=O)CCCCCNS(=O)(=O)c1ccc(Br)cc1	45%[activator]	-13%	12%	-4%	-2	-1%	-4%	6%	-41%

Reformatted as a markdown table: entries from further up.
| SMILES | HP1b chromo inh | GLS inhibitor | BAZ2B inh | 12-LOX inh | PI4K2A inh | G9a block | ERG-DNA inh | JMJD2A Tudor | RGS4 inh |
| --- | --- | --- | --- | --- | --- | --- | --- | --- | --- |
| Cc1cccc(Cn2c(=O)n(CCc3ccccc3)c(=O)c3c(C)c(C)sc32)c1 | 3% | -3% | -11% | -11% | -1 | -3%[59 µM] | -8% | 16% | -3% |
| Cc1c(Cl)cccc1NC(=O)CN1C(=O)COc2ccc(S(=O)(=O)Nc3ccccc3)cc21 | 18% | -3% | -12% | -19% | -7 | -18%[59 µM] | 4% | -1% | 21% |
| CC1CN(c2ccc(NC(=S)NNCCC#N)cc2)CC(C)O1 (stereo not drawn) | 15% | ? | -10% | 41%[activator] | 0 | . | -4% | ? | -18% |

Three structures already listed, sorted by molecular weight, descending.
SMILES	HP1b chromo inh	GLS inhibitor	BAZ2B inh	12-LOX inh	PI4K2A inh	G9a block	ERG-DNA inh	JMJD2A Tudor	RGS4 inh
Cc1cccc(Cn2c(=O)n(CCc3ccccc3)c(=O)c3c(C)c(C)sc32)c1	3%	-3%	-11%	-11%	-1	-3%[59 µM]	-8%	16%	-3%
CC1CCC(NC(=O)c2nn(C)c3c2CSc2ccccc2-3)CC1 (stereo not drawn)	37%[activator]	9%	-6%	1%	6	-11%	2%	-17%	-15%[56.9 µM]
O=c1[nH]ncc2c3ccccc3n(Cc3cccc(Cl)c3)c12	58%[activator]	-19%	?	-26%	-2	39%	29%	-1%	-42%
